Screens as filed in PubChem.
Menin-MLL TR inh: displaces Texas Red mutant MLL peptide from human menin; 270,000 compounds, 0.23% hits; AID 1768; Menin + Texas Red MLL mutant peptide, fluorescence polarization; O00255; Potency, µM (top dose mostly 61.6 µM), inactives show top-dose FP activity change, negative = inhibition, most hits filed as inhibitors; active means well fitted inhibition curve with a large enough effect in the polarisation, with a control signal flat, not every such curve was filed as active; inconclusive means small, poorly fitted or top-dose-only effect, or effect the other way, or a change in a side signal; inactive means no such curve, though single readings can be large or run the other way; the % refers to the polarisation; further: potency means the concentration at half of the fitted maximal effect; % of control where 0% means no effect; many of its hits are not listed in these tables
Gal4-VP16 FLuc: inhibits Gal4-VP16 luciferase reporter, ROR gamma counter-screen; Drosophila S2 Gal4-VP16 UAS-luciferase, luminescence, 20 h; Potency, µM (doses to about 53.6 µM), for inactives: top-dose activity, negative = inhibition, actives largely listed as inhibitors; 310,000 compounds, 3.5% hits;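 further: Gal4-VP16 expression switched on by copper sulfate through the metallothionein promoter; potency means the concentration at half of the fitted maximal effect; on the % scale 0 is the no-effect control and ±100 the full control effect; nearly all actives have a fitted effect of over 50% in size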
PKM2 activator: activators of human pyruvate kinase M2. purified PKM2, Kinase-Glo ATP luminescence, activation; response scale: 0% is enzyme alone, no compound. Potency, µM (series often up to 57.5 µM), without a hit: top-dose activation, hits mostly activators. 260,000 compounds, 0.34% hits; further: potency means the concentration at half of the fitted maximal effect; on the % scale 0 is the no-effect control and ±100 the full control effect; nearly all actives have a fitted effect of over 55% in size
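Purified hPK-M2 (>95%) run at intermediate activity with 0.1 mM ADP and 0.5 mM PEP in 50 mM imidazole pH 7.2, KCl, MgCl2; 1 h room temperature. ATP formed read by Kinase-Glo luminescence; normalized to uninhibited and no-enzyme controls.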
KCNH2 3.1 inh: inhibitors of human KCNH2 3.1 potassium channel isoform | U2OS KCNH2 3.1, thallium flux FluxOr; active compounds read low | activity change, % (tested at about 1.8 µM) | 340,000 compounds, 0.95% hits | AID 720553;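 active means maximum activity change below -70%; inconclusive means maximum activity change from -70% to -50%; inactive means maximum activity change above -50%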;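 further: thallium influx rate constant from kinetic fluorescence after stimulation buffer; on the % scale 0 is the no-effect control and ±100 the full control effect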
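Virally transduced U2OS (3.1 isoform, 4 h infection in dark at RT) → overnight 37 C → FluxOr + Red40 in HBSS/HEPES, 45 min → stimulation buffer, 2 min kinetic read → rate constant vs DMSO controls.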
RORgamma inh: ROR gamma (mouse) transcription inhibition | P51450 | AID 2551 | Drosophila S2 Gal4-RORgamma UAS-luciferase reporter, 20 h | Potency, µM (doses to about 53.6 µM), for inactives: top-dose activity change, negative = inhibition, usual class: inhibitors | 310,000 compounds, 5.4% hits; further: potency means the concentration at half of the fitted maximal effect; on the % scale 0 is the no-effect control and ±100 the full control effect; nearly all actives have a fitted effect of over 60% in size
Target sequence (P51450 whole entry, looked up, the tested form may be a part): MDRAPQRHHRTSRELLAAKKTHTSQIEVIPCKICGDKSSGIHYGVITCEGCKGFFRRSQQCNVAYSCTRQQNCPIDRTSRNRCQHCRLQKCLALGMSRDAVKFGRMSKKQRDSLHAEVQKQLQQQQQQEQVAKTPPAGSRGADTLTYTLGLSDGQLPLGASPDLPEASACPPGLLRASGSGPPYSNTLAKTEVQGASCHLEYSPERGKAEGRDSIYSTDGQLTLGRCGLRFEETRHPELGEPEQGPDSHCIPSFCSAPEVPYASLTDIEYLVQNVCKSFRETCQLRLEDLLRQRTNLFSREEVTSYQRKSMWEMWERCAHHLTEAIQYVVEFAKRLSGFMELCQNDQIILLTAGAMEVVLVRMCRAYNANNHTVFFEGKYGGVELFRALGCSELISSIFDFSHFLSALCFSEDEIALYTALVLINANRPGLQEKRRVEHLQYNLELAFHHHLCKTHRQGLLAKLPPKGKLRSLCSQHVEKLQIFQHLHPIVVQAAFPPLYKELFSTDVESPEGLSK
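In this cell-based reporter format, copper sulfate (700 uM final) drives Gal4–ROR gamma fusion expression from a metallothionein promoter in Drosophila Schneider cells; compounds preincubated 1 hr, reporter read after 20 hr at ambient temperature.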
MBNL1-CUG inh: MBNL1-poly(CUG) RNA binding inhibition. Q9NR56. TR-FRET MBNL1-His/biotin-(CUG)12 binding, 665/545 ratio. Potency, µM (series often up to 57.5 µM), inactives show at the highest dose activity change, negative = inhibition, hits mostly inhibitors. 280,000 compounds, 0.036% hits. AID 2675; active means well fitted inhibition curve with a large enough effect in the signal ratio, with a control signal flat, not every such curve was filed as active; inconclusive means small, poorly fitted or top-dose-only effect, or effect the other way, or a change in a side signal; inactive means no such curve, though single readings can be large or run the other way; the % refers to the signal ratio; further: potency means the concentration at half of the fitted maximal effect; on the % scale 0 is the no-effect control and ±100 the full control effect
Target sequence (Q9NR56 whole entry, looked up): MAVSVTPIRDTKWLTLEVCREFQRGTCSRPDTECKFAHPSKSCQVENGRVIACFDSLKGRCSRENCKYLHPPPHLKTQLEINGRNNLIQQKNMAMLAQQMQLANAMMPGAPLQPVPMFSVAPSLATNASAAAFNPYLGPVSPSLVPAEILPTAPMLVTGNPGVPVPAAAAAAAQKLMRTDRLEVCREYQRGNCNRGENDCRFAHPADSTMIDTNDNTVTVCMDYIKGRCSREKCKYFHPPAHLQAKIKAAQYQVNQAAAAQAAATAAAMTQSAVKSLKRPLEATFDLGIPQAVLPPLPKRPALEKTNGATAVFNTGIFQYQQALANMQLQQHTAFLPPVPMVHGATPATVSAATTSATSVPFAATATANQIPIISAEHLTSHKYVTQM
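Compounds (final 92 nM to 58 uM) are added to His-tagged MBNL1 and biotin-(CUG)12, then terbium anti-His antibody and streptavidin-XL665 (5 nM final). After 60 min at room temperature, the 665/545 nm ratio is read.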
NPC1 prom act: activators of NPC1 promoter | Huh7 NPC1 promoter luciferase reporter, 24 h | Potency, µM (series often up to 9.22 µM), without a hit: at the top dose activation, most hits filed as activators | 320,000 compounds, 2.4% hits;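 further: potency means the concentration at half of the fitted maximal effect; % of control where 0% means no effect; nearly all actives have a fitted effect of over 60% in size; reporter is driven by a mutant NPC1 promoter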
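Luminescence from an NPC1 promoter-driven luciferase reporter in stably transfected Huh7 cells was measured after 24 h compound treatment at 37 °C, followed by 10 min ambient incubation with luciferase detection reagent.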
ELG1 DNA repair: ELG1-dependent DNA repair inhibition | Potency, µM (series often up to 46.1 µM), inactives show top-dose activity change, negative = inhibition, hits mostly inhibitors | HEK293T ELG1-luciferase reporter, luminescence, 16 h; DNA damage induced by 5-fluorouridine | 330,000 compounds, 2.3% hits | AID 504467; further: potency means the concentration at half of the fitted maximal effect; on the % scale 0 is the no-effect control and ±100 the full control effect; nearly all actives have a fitted effect of over 55% in size
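DMSO vehicle served as the neutral condition. Each well held 2,000 cells given 5-fluorouridine plus compound; after 16 hr at 37 °C/5% CO2, ONE-Glo was added and luciferase measured 30 min later.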
FLuc modulator: firefly luciferase modulation, counter-screen for miR-21 project | AID 588342 | purified FLuc, Km substrates, luminescence inhibition | Potency, µM (series often up to 57.5 µM), inactives show top-dose activity change, negative = inhibition, hits mostly inhibitors | 360,000 compounds, 6.9% hits;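 further: potency means the concentration at half of the fitted maximal effect; plate controls were vehicle for no effect and reference inhibitor for full effect; nearly all actives have a fitted effect of over 55% in size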
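Purified P. pyralis luciferase, 10 nM final, with Km-level 10 uM D-luciferin and 10 uM ATP in 50 mM Tris acetate pH 7.5, 10 mM Mg acetate, 0.01% Tween-20, 0.05% BSA; 6-point qHTS titration about 60 µM downward; luminescence read.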
Rab9 promoter act: activators of Rab9 promoter; Huh7 Rab9 promoter-luciferase reporter, luminescence, 24 h; Potency, µM (series often up to 9.22 µM), for inactives: at the top dose activation, negative = inhibition, most hits filed as activators; 320,000 compounds, 2.8% hits; AID 485297; further: potency means the concentration at half of the fitted maximal effect; % of control where 0% means no effect; nearly all actives have a fitted effect of over 60% in size
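Rab9 promoter-driven luciferase in stably transfected Huh7 cells; 1500 cells/well rested 2 h, exposed to compound in DMSO for 24 h at 37 °C, 5% CO2. Luminescence read 10 min after adding luciferase reagent at ambient temperature.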
Mito fusion yeast: blocks mitochondrial division or promotes mitochondrial fusion | S. cerevisiae fusion-defective mutant growth rescue, CellTiterGlo 48 h | 320,000 compounds, 0.23% hits | Potency, µM (titrated, usually from 46.1 µM), for inactives: top-dose growth rescue (activation), actives largely listed as activators | AID 485298;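 further: potency means the concentration at half of the fitted maximal effect; % of control where 0% means no effect; nearly all actives have a fitted effect of over 45% in size; temperature-sensitive fusion mutants such as fzo1-1 at 37 °C on non-fermentable ethanol glycerol medium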
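Compounds are tested for their ability to restore growth of mitochondrial fusion-defective yeast strains at non-permissive 37C in YPEG medium over 48 hours. Viability is quantified by luciferase luminescence.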
An asterisk follows results filed as active; u = inconclusive; x = not tested or not shown; & = joins results of further samples; [ ] = dose if it differs, or a comment. Unless noted, the call rests on the fitted dose curve; in most records, active means well fitted curve in the direction sought with a large enough effect; inconclusive means small, poorly fitted or top-dose-only effect, or another doubt; inactive means no such curve, though single readings can be large; an effect the other way counts as inactive or inconclusive.

SMILES	Menin-MLL TR inh	Gal4-VP16 FLuc	PKM2 activator	KCNH2 3.1 inh	RORgamma inh	MBNL1-CUG inh	NPC1 prom act	ELG1 DNA repair	FLuc modulator	Rab9 promoter act	Mito fusion yeast
C=CCNS(=O)(=O)c1sccc1/C=N/O	5%	-5%	-3%	8	7%	-2%	0%	4%	5%	2%	2%
CC(C)(CN1CCN(Cc2ccccc2)CC1)NS(=O)(=O)c1ccccc1	x	-11%	2%	17	1%	-8%	-6%	-9%	7%	-9%	1%
COc1ccccc1N1CCN(C(=O)c2oc3c(c2C)C(=O)CC(C)(C)C3)CC1	x	9%	x	8	5%	-2%	-6%	21µM*	4%	-10%	-1%
Cc1ccc(-c2cc(C(=O)NCC3CCCO3)c3ccccc3n2)cc1C (centres undefined)	0%	-8%	2%	21	-2%	5%	6%	u	6.7µM*	3%	20%
CCOc1cc(C2NC(=O)c3ccccc3O2)ccc1OC(C)C (centres undefined)	15%	-6%	1%	-3	13%	6%	-2%	8%	0%	0%	2%
CN(CC(=O)NC1CCCCC1)S(=O)(=O)c1cccc2nsnc12	1%	12%	-2%	12	3%	u	5%	-1%	4%	-1%	-2%
COc1cc(Cl)c(CN2CCCC(CO)(Cc3cccc(Cl)c3)C2)cc1OC (centres undefined)	-8%	-1%	-9%	3	-2%	-9%	2%	-26%	3%	-5%	-7%
CCN1C(=NCC(C)C)N[C@@H](CCc2ccccc2)[C@H](C(=O)NCC(C)C)[C@H]1C	3%&-21%	-8%&15%	-1%&1%	3	-9%&-10%	2%&-4%	-1%&-3%	9%	-1%&2%	-6%&0%	-2%&0%
CCOc1cccc(CNCCO)c1OCc1ccc(Cl)cc1Cl	-14%	-5%	0%	-9	1%	u	1%	-14%	-1%	-3%	-2%
CC(C)(C)c1ccc(/C=C2\Oc3c(ccc(O)c3CN3CCN(CCO)CC3)C2=O)cc1	x	4%	1%	-1	9%	22%	0%	u	-7%	-4%	-1%
S=C(NCc1ccco1)N1CCN(C/C=C/c2ccccc2)CC1	-6%	0%	-3%	-23	13%	-4%	-3%	u	0%	-4%	4%
O=C(COC(=O)c1ccccc1OCC(=O)Nc1ccc(Br)cc1)Nc1ccccc1	-20%	u	-2%	13	34%	x	0%	11%	4%	-3%	-4%
COc1cc(NC(=O)CCc2ccccc2)c(C(=O)O)cc1OC	1%	-1%	-9%	5	5%	-4%	0%	0%	-19%	-4%	1%
CCCNS(=O)(=O)c1ccc2c(c1)n(C)c(=O)n2C	12%	-7%	20%	10	-1%	8%	-4%	-2%	-1%	-2%	-2%
N#Cc1ccc(Nc2ccccc2)c(N)c1	12%	-7%	-9%	-14	8%	5%	1%	6%	-6%	6%	-2%
O=C(CNC(=O)c1ccc(Br)o1)NCc1ccc(F)cc1	x	-2%	-2%	4	3%	-3%	-2%	7%	2%	-2%	0%
CCc1cc(=O)oc2c(C)c(OC(C)C(=O)N3CCC[C@@H]3C(=O)O)ccc12 (some centres undefined)	2%	1%	2%	2	-3%	7%	1%	11%	2%	-7%	0%
COc1ccc(Cc2nnc(N/N=C/c3ccc(C)o3)[nH]c2=O)cc1	-6%	-26%	13%	x	11µM*	-11%	-2%	-9%	4%	-7%	18%
COc1cc(SC)ccc1C(=O)N(CC(=O)Nc1ccccc1Br)Cc1ccco1	x	x	x	16	x	x	-5%	-8%	-1%	-1%	25%
Cc1cccc(C(=O)N2CCCC(N3CCN(c4ccccc4F)CC3)C2)n1 (centres undefined)	x	7%	-8%	-9	-5%	1%	3%	0%	0%	0%	1%
Cc1cc(C)nc(NC(=O)c2cccc([N+](=O)[O-])c2)c1	7%	2%	3%	-15	-9%	u	-2%	-5%	-18%	-10%	0%
COC(=O)c1c(-c2ccccc2)noc1C	0%	5%	0%	21	-9%	-3%	-1%	-2%	-2%	-5%	-1%
CCOc1ccc(N2C(=O)C(=O)/C(=C(/O)c3ccccc3)C2c2ccccc2[N+](=O)[O-])cc1 (centres undefined)	x	-7%	2%	-4	10%	x	1%	-6%	-8%	0%	3%
CNC(=O)/C(C#N)=C/c1cccc(Oc2ccccc2)c1	x	-5%	2%	1	-17%	-2%	-4%	u	8.5µM*	-3%	-6%
COc1cccc(OC)c1Nc1nc(C)nc2c1nnn2Cc1ccccc1Cl	-6%	-11%	0%	9	31%	-3%	-6%	1%	-1%	-20%	5%
O=C(O)CCCCCNCc1c(Cl)cccc1Cl	x	3%	-9%	-4	-1%	-5%	-7%	0%	-3%	1%	-23%
Cc1cccc(N2CCN(C(=O)CCn3c(=O)[nH]c4ccsc4c3=O)CC2C)c1 (centres undefined)	-8%	0%	-2%	-33	33%	-7%	1%	u	0%	-1%	19%
COc1ccc(N(CC(=O)NCc2ccco2)C(=O)CCC(=O)Nc2nccs2)cc1	-21%	-5%	-1%	8	19%	-2%	-5%	-6%	1%	-3%	-1%
COc1ccc(/C=C(/NC(=O)c2ccc(C)cc2)c2nc3ccccc3[nH]2)cc1OC	31%[activator]	2%	-2%	-29	17%	-5%	2%	-28%	-9%	-2%	0%
CC1CCCN(C(=O)c2cc(N3C(=O)C4C5CCC(C5)C4C3=O)ccc2Cl)C1 (centres undefined)	-4%	4%	-2%	x	14%	-4%	1%	-20%	-1%	-5%	-8%
Cc1nc2ccc(F)cc2cc1C(=O)NCc1ccco1	-9%	16%	5%	5	42%	0%	3%	2%	0%	6%	0%
Cc1ccc(C(=O)Nc2cccc(-c3ccc(N4CCOCC4)nn3)c2)cc1C	x	x	x	-5	x	x	u	u	2.1µM*	2.8µM*	1%
O=C1CCCC2=C1C(c1cn(-c3ccccc3)nc1-c1cccs1)c1c([nH]c(=O)[nH]c1=O)N2 (centres undefined)	u	0%	2%	-22	1%[10 µM]	19%	2%	8%	-16%	-2%	0%
CCCN=C1NC(=O)C(CC(=O)NCCc2ccccc2)S1 (centres undefined)	2%	1%	-2%	-9	16%	0%	-7%	0%	5%	-4%	7%
COc1ccc(OC)c(Nc2nc(-c3cccc([N+](=O)[O-])c3)nc3ccccc23)c1	u	-2%	-5%	1	12%	-11%	0%	8%	0%	0%	1%
CCOc1ccc(CCNC(=O)c2cc3ccccn3n2)cc1OCC	-2%	-5%	0%	5	u	1%	0%	u	-2%	0%	1%
COC(=O)c1cc(C(=O)N(Cc2ccccc2)c2ccccn2)cc([N+](=O)[O-])c1	-7%	0%	-3%	-16	-2%	u	-2%	-25%	0%	2%	3%
CC(=O)NC(Cc1c[nH]c2ccccc12)C(=O)N/N=C/c1ccccc1 (centres undefined)	15%	-8%	2%	-7	12%	3%	3%	6%	3%	5%	-2%
COCCn1c(SCC(=O)Nc2cc(C)on2)nnc1-c1ccccc1	-1%	-2%	x	7	-20%	-4%	1%	13%	-1%	4%	-2%
COc1cccc(/C=N/NC(=O)CN2C(=O)NC3NC(=O)NC32)c1 (centres undefined)	-9%	-22%	-8%	-2	15%	10%	2%	u	-7%	1%	-11%
Cc1cccc(C)c1NC(=O)Nc1ccc(S(N)(=O)=O)cc1	-13%	-1%	0%	3	24%	u	0%	-16%	1%	-1%	-1%
Cc1cc2n(n1)C(c1sccc1C)Nc1ccccc1-2 (centres undefined)	11%	22%	0%	1	13%	2%	-2%	-6%	u	7%	13%
O=C1C2C3C=CC(O3)C2C(=O)N1CC(O)c1ccccc1 (centres undefined)	0%	-7%	10%	1	-9%	1%	-3%	-5%	5%[2.3 µM]	2%	-2%
CCCCc1n[nH]c2c1/C(=N/O)CC(C)(C)C2	-2%	-13%	1%	13	u	-3%	-3%	-17%	-8%	1%	5%
CCC(C)NC(=O)[C@H]1N2C(=O)c3ccccc3C2SC1(C)C (some centres undefined)	-7%	-12%	x	16	25%	-3%	-4%	-1%	-2%	-1%	-3%
Cc1cc(NC(=O)CSc2nc3cc(Cl)ccc3c(=O)n2C(C)C)no1	x	x	x	-3	x	x	-3%	7%	-1%	-6%	-6%
COC(=O)c1ccc(Cc2ccccc2)o1	x	16%	1%	11	19%	-4%	-4%	12%	u	0%	0%

An excerpt (hit frequency here may not be typical).
